FUS suppressor – FUS proteinopathy suppression in yeast; S. cerevisiae FUS-expressing, growth rescue, OD600, 24 h; Potency, µM (highest dose often 76.6 µM), for the others: at the highest dose growth rescue (activation), usual class: activators; hit rate 0.24% among 390,000;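 also: potency is read from the fitted curve at half-maximal effect; plate controls were DMSO vehicle for no effect and reference control for full effect; nearly all actives have a fitted effect of over 55% in size; some results filed as inactive show a strong effect at the top dose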
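Cultures pregrown in 2.5% raffinose medium are shifted to minimal medium containing 2% galactose to express toxic FUS. Compounds are tested at several concentrations. After 24hr at 30C, growth is quantified at 600 nm absorbance.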
Abeta rescue – A-beta toxicity reversal in yeast | hit rate 0.063% among 410,000 | yeast expressing A-beta42, growth rescue, OD600, 48 h; response scale: 0% DMSO, 100% iron-clioquinol control | Potency, µM (highest dose often 46.1 µM), inactives show at the highest dose growth rescue, actives largely listed as activators; also: potency is read from the fitted curve at half-maximal effect; nearly all actives have a fitted effect of over 55% in size
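Yeast growth medium received pinned compounds, then yeast cells expressing toxic A-beta were added; plates incubated at 30 C for 48 hr. Growth read as absorbance at 600 nm, normalized to DMSO and equimolar FeCl3 plus clioquinol controls.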
GLP1R inv ag – GLP-1 receptor (human) inverse agonism; HEK293 GLP-1R CRE-luciferase, luminescence, 24 h; GLP-1R form is constitutively active; Potency, µM (titrated, usually from 38.3 µM), for the others: at the highest dose activity change, negative = inhibition, most hits filed as inhibitors; hit rate 1.6% among 410,000; also: potency is read from the fitted curve at half-maximal effect; % is scaled to controls: 0 for no effect and ±100 for the full control effect; nearly all actives have a fitted effect of over 55% in size
Target sequence (P43220 whole entry, looked up): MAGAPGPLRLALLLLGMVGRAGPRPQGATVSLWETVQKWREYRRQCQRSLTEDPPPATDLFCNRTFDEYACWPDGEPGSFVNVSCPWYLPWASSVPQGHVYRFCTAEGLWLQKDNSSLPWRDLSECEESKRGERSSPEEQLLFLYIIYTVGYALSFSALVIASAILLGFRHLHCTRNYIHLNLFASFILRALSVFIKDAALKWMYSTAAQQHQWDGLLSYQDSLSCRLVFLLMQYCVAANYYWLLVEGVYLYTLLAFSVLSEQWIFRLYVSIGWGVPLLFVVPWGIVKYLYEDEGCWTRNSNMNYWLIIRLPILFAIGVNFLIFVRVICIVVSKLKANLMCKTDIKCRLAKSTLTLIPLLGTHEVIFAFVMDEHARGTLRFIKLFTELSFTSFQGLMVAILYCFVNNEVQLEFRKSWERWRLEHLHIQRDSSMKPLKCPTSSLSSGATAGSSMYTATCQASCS
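qHTS in 1536-well format: reporter HEK293 cells expressing constitutive GLP-1R activity in DMEM + 10% Nu serum, 24 hr with compounds at 37 deg C, luminescence read after 12 min with detection reagent.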
GLP-1R agonist – agonists of human GLP-1 receptor; P43220; HEK293 GLP-1R CRE-luciferase, luminescence, 4-6 h; cells express a hypersensitive GLP-1R form; Potency, µM (titrated, usually from 45.6 µM), for inactives: at the highest dose activation, actives largely listed as activators; hit rate 0.007% among 380,000; AID 624172; also: potency is read from the fitted curve at half-maximal effect; % of control where 0% means no effect
D3 antag – antagonists of human D3 dopamine receptor; P35462; D3R cells, DiscoveRx beta-arrestin luminescence, antagonist mode; stronger effect = lower value; max response, negative = inhibition, %; hit rate 2.5% among 360,000; AID 652054; in the data active = max response below about -50%; inconclusive = no clear call, values can overlap the other calls; also: % is scaled to controls: 0 for no effect and ±100 for the full control effect; mostly tested at two doses, the higher about 12 µM
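Cells expressing the human receptor were seeded at 1500 cells/well, incubated overnight at 37 degrees C in 5% CO2, then exposed to library compounds with dopamine controls for 90 minutes at 37 degrees C before luminescent detection.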
PTHR1 agonist – PTHR1 (human) receptor agonism; hit rate 0.075% among 410,000; Q03431; HEK293 GP2 PTHR1 cells, GloSensor cAMP luminescence, 1 h; Potency, µM (highest dose often 115 µM), for the others: at the highest dose activation, actives largely listed as activators; also: potency is read from the fitted curve at half-maximal effect; nearly all actives have a fitted effect of over 55% in size; some results filed as inactive show a strong effect at the top dose; inactives centre near -15; many of its hits are not listed in these tables
Target sequence (Q03431 whole entry, looked up): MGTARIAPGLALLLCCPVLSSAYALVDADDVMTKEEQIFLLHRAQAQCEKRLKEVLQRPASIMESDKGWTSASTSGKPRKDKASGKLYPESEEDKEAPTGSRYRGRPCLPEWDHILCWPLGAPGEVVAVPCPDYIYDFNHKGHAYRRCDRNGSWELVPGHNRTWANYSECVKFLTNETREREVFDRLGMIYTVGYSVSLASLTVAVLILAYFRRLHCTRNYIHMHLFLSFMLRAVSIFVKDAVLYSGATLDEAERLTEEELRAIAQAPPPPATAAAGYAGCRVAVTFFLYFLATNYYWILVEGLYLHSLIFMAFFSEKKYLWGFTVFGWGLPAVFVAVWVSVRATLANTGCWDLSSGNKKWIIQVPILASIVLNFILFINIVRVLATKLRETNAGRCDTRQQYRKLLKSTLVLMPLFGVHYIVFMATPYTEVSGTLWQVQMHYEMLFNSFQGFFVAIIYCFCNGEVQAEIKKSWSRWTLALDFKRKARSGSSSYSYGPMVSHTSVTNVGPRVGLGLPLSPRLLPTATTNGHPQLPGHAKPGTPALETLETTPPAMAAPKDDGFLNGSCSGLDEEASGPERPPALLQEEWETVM
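HEK-293-derived GP2 cells expressing PTHR1 and a GloSensor cAMP reporter, 3,000/well, plated overnight, given luciferin plus IBMX (each 0.5 mM as added) for 1 h at 37 °C, then compound for 1 h at 37 °C. Luminescence was read after 15 min at room temperature.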
pAkt inh – inhibitors of Akt phosphorylation | activity change, % for hits at 50 µM | Neuro2A IGF-stimulated pAkt S473 HTRF, 20 min; stronger effect = lower value | hit rate 0.32% among 360,000; in the data active = activity change below about -80%; inconclusive = mostly about -51% to -80%; also: % is scaled to controls: 0 for no effect and ±100 for the full control effect
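Single-point screen (50 µM final compound) in Neuro2A cells stimulated 20 min with 6 nM IGF at 37 deg C. After lysis, Ser473-phosphorylated Akt read by HTRF (ex 330 nm, em 615/665 nm) as the 665/615 ratio.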
TDP43 rescue – inhibitors of TDP-43 toxicity in yeast. hit rate 1.8% among 410,000. TDP-43 expressing yeast growth rescue, BacTiter-Glo, 24 h. Potency, µM (top dose mostly 46.1 µM), for the others: at the top dose growth rescue (activation), usual class: activators; also: potency is read from the fitted curve at half-maximal effect; % of control where 0% means no effect; nearly all actives have a fitted effect of over 50% in size
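Luminescence from BacTiter-Glo reports growth of TDP-43-expressing yeast after 24 hr at 30 deg C with compound. Cells were raffinose-pregrown to mid-log, then seeded in galactose medium at OD600=0.02.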
aSyn rescue – rescues yeast growth from alpha-synuclein toxicity | Yeast expressing alpha-synuclein, growth rescue, BacTiter-Glo, 24 h | Potency, µM (series often up to 46.1 µM), for inactives: top-dose growth rescue (activation), hits mostly activators | hit rate 0.14% among 370,000 | AID 652106; also: potency is read from the fitted curve at half-maximal effect; % of control where 0% means no effect; nearly all actives have a fitted effect of over 65% in size
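Rescue of yeast growth: cells expressing toxic alpha-synuclein, induced in galactose at OD600 0.02, incubated with compound 24 h at 30 C. ATP luminescence quantified growth; inhibitors of toxicity appear as activators.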
An asterisk follows results filed as active; i = inactive; u = inconclusive; x = no result given; & = joins results of further samples; [ ] = remark or other dose. Unless noted, calls follow the shape of the dose curve; as a rule, active = well fitted curve in the direction sought with a large enough effect; inconclusive = small, poorly fitted or top-dose-only effect, or another doubt; inactive = no such curve, though single readings can be large; an effect the other way counts as inactive or inconclusive.

SMILES	FUS suppressor	Abeta rescue	GLP1R inv ag	GLP-1R agonist	D3 antag	PTHR1 agonist	pAkt inh	TDP43 rescue	aSyn rescue
Cc1ccc(N2C(=O)CSC23C(=O)N(CC(=O)NCCc2ccccc2)c2ccccc23)cc1C (stereo not given)	6%	-3%	u	12%	x	i	x	20%	1%
COc1ccc(C)cc1N(CC(=O)N1CCCCCC1)S(=O)(=O)c1ccc(C)cc1	19%	18%	-23%	-3%	-7	i	i	-7%	3%
COC(=O)C1CCN(C(=O)Nc2ccccc2)CC1	9%	13%	15%	1%	-6	i	i	-3%	-8%
COc1ccc2c(=O)cc(-c3ccccc3F)oc2c1	28%	-32%[inhibitor]	50%[activator]	10%	-18	-32%[inhibitor]	i	u	-28%
O=C(Cn1ncc2c3ccccc3n(Cc3ccc(Cl)cc3)c2c1=O)NC1CCCCCC1	-20%	-12%	8%	x	x	i	x	2%[9.22 µM]	x
Cc1cc(NC(=O)CCC(=O)N(c2cccnc2)C(C(=O)NC2CCCC2)c2ccccc2)no1 (stereo not given)	8%	-1%	0%	-4%	-25	-8%[57.5 µM]	i	-15%	-1%
Cc1cc(S(=O)(=O)N(Cc2ccc(F)cc2)CC2CCCO2)ccc1-n1cnnn1 (stereo not given)	11%	12%	-23%	2%	-7	i	i	3%	1%
Cc1nc2cc(-c3sccc3-n3cccc3)nn2c(C)c1C	x	1%	2%	11%	3	i	i	0%	-16%
O=Cc1cccnc1SCc1ccccc1	7%	-15%	-27%	26%	-26	-7%	i	-33%[inhibitor]	8%
CCc1ccccc1NC(=O)CSc1ncc(S(=O)(=O)c2ccccc2)c(=O)[nH]1	-10%	-14%	16%	-3%	x	i	x	7%	4µM*
CCOC(=O)c1ccccc1NC(=O)COc1cc(=O)n(CC)c2ccccc12	-15%&-11%	-5%&4%	8%&5%	-1%&4%	13	-6%	i	5%&0%	-1%
CCCC(C)NC(=O)COC(=O)c1ccc(Cl)c(S(N)(=O)=O)c1 (stereo not given)	-3%	22%	4%	2%	13	-14%[57.5 µM]	i	16%	2%
CCn1c(C(=O)NCc2ccc(C)cc2)cc2sc(Cl)cc21	-16%	-20%	0%	x	x	-19%	x	9%	x
NS(=O)(=O)c1ccc(CNC(=O)/C=C/c2c(F)cccc2Cl)cc1	2%	-1%	9%	10%	3	i	i	-7%	0%
COc1cccc(OC)c1C(=O)NC(=S)NCc1ccco1	31%	-15%	-2%[7.66 µM]	8%	-5	i	i	-21%[9.22 µM]	-2%
CCNS(=O)(=O)c1ccc(CCC(=O)N2CCN(c3ccc(OC)cc3)CC2)cc1	5%	-9%	-5%	6%	14	-11%	i	15%	8%
Cc1cc(C)nc(Nc2nc(C(N)c3ccccc3)cs2)n1 (stereo not given)	-2%	-5%	-29%	7%	15	-1%	i	5%	3%
CN(C(=O)c1ccc(OC2CCN(CCc3ccccc3)CC2)cc1)C1CCOCC1	-1%	5%	-11%	10%	-83*	i	i	14%	-6%
CCOC(=O)c1ccccc1NC(=O)CN1C(=O)CC(c2ccccc2)Sc2ccccc21 (stereo not given)	21%	4%	10µM*	17%	x	-15%	x	10%	12%
CCOC(=O)c1[nH]c2c(c1-c1ccccc1)C(=O)CC(c1ccccc1)C2 (stereo not given)	0%	6%	u	5%	11	-20%	i	25%	8%
N#Cc1nc(Cc2cccc3ccccc23)oc1NCc1ccco1	32%	20%	u	0%	-5	-7%[57.5 µM]	u	21%	0%
CC(=O)N/N=C(\C)CC(=O)NC(C)(C)C	-4%	-6%	19%	0%	-22	i	i	2%	-1%
O=C1C=C(c2ccc(Oc3ccccc3)cc2)C[C@@H](c2ccc(F)cc2)C1	13%	5%	u	12%	-73*	-32%[inhibitor]	i	0%	8%
O=C1NC[C@H](CC2CCCCC2)N(CCC23CC4CC(CC(C4)C2)C3)C1=O	-19%	-14%	21%	0%	1	16%	i	-21%	-13%
O=C(NC1CCCC1)C(c1ccncc1)N(C(=O)Cn1nnc(-c2ccccc2F)n1)c1cccc(F)c1 (stereo not given)	-29%	-13%	2%	0%	2	-17%	i	-9%	-4%
O=C(NCC1CCCN(C(=O)c2cc(Cl)ccc2F)C1)c1ccc(F)cc1 (stereo not given)	-3%	-2%	-14%	-4%	-2	-1%	i	-4%	-1%
CCn1nc(C)c(NC(=O)c2ccc(Br)o2)c1C	x	-15%	0%	7%	0	-8%	i	-5%	-2%
CCOc1ccccc1NC(=O)Cn1c(=O)n(CCCCC(=O)NCCCOC)c(=O)c2ccccc21	-14%	-11%	-4%	-1%	x	4%	x	-10%	x
CCOC(=O)c1csc(NC(=O)Nc2cccc(Cl)c2)n1	-5%	-2%	3%	-10%	-24	-28%	i	9%	7%
CC(=O)c1ccc(NC(=O)CSC2=NS(=O)(=O)c3cc(Cl)ccc3N2)cc1	31%	9%	18%	4%	-25	-17%	i	-14%	-2%
CSc1ccc(Cn2c(C)c(C(=O)NCc3cccs3)sc2=O)cc1	-21%	-3%	u	-7%	3	-5%	i	9%	-11%
COc1cccc(CN2CC(C(=O)NCC3CCOCC3)CCC2=O)c1 (stereo not given)	-7%	-2%	20%	0%	-22	i	i	-6%	-2%
CN(CC(=O)Nc1ccccc1Br)C(=O)c1cc(S(=O)(=O)N(C)C)ccc1N1CCCC1	27%	8%	0%	-1%	-11	i	i	-11%	0%
COCCN(CCOC)S(=O)(=O)c1ccc(C(=O)NC2CCN(Cc3ccccc3)CC2)cc1	-5%	12%	-4%	-13%	12	i	-113%*	18%	7%
CSc1ccc(CNC(=O)c2ccc(NC(=O)c3nsc4ccccc34)cc2)cc1	-14%	-6%	-16%	x	x	i	x	15%	x
O=C(Nc1ccc(Cl)cn1)c1ccc2c(c1)OCCO2	10%	-15%	7.1µM*	0%	-22	0%	i	7%	-9%
CCOc1ccc(NC(=O)CSc2nc(=O)[nH]c3c2CCC3)cc1	-11%	2%	10%	x	x	-26%	x	0%	x
COCCNC(=O)CSc1nc(-c2ccccc2)c(-c2ccccc2)o1	18%	-15%	u	0%	6	i	i	-11%	-6%
CCN(CC)c1ccc(CNC(=O)C/C(C)=N/NC(=O)COc2ccc(C)cc2Br)cc1	19%	-7%	u	13%	-6	0%	i	-11%	-1%
COc1ccc(NC(=O)C2CCCN(S(=O)(=O)c3cccc4cccnc34)C2)cc1 (stereo not given)	10%	3%	-9%	-6%	13	-97%[inhibitor]	i	4%	-9%
CN(C)S(=O)(=O)c1cccc(NC(=O)CSc2nc3ccccc3n2-c2ccccc2)c1	x	11%	u	7%	3	-23%	i	0%	-1%
CSc1nc2nc(C)c(C/C=C/c3ccccc3)c(=O)n2[nH]1	1%	-1%	6%	-1%	-2	-20%	i	-21%	2%
CCN(CC)Cc1oc(CO)cc(=O)c1O	38%	-36%[inhibitor]	4%	0%	1	-1%	i	-19%	-8%
Cc1cc(NS(=O)(=O)c2ccc(NC(=O)COc3ccccc3[N+](=O)[O-])cc2)no1	x	6%	8%	0%	10	i	i	-3%	-1%
O=C(O)/C=C/C(=O)Nc1ccc2nccnc2c1	30%	-15%	9%[7.66 µM]	-2%	-17	-21%	i	4%[9.22 µM]	10%
COc1ccc(CNC(=O)CN(Cc2ccc(Cl)cc2)C(=O)c2csnn2)cc1	29%	-7%	-33%	9%	-20	i	i	-17%	0%
COc1cccc(CN=CC2=C(O)CC(C)(C)CC2=O)c1OC	6%	13%	-9%	-6%	9	-10%[57.5 µM]	i	-8%	2%
COc1ccc(NC(=O)c2c(C)oc3ccc(O)c(CN4CCCC4)c23)cc1Cl	-1%	-4%	-10%	x	x	i	x	17%	x
Cc1cc(CNC[C@H]2O[C@@H](n3cnc4c(N)ncnc43)[C@H](O)[C@@H]2O)no1	-10%	0%	12%	2%	0	-20%	i	28%	10%
S=C(NCc1ccco1)Nc1cccc(Cl)c1	27%	9%	8.9µM*	0%	-15	0%[57.5 µM]	i	6%	4%
CCOC(=O)Cc1csc(NC(=O)CN2C(=O)c3ccccc3S2(=O)=O)n1	28%	4%	9%	-2%	37	i	i	16%	8%
O=C(NC1CCCC1)c1ccc2c(c1)N(Cc1ccccc1F)C(=O)c1ccccc1S2	40%	5%	u	x	x	i	x	8%	x
Cc1nn(-c2ccc(F)cc2)c(-n2cccc2)c1C(=O)NCCCN1CCN(c2cccc(Cl)c2)CC1	22%	-9%	u	-8%	x	-94%[inhibitor]	x	6%	-2%
CCC(/C=N/NC(=O)C1COc2ccccc2O1)CC (stereo not given)	x	3%	2%	2%	-17	-4%	i	28%	-2%
COc1ccc(NC(=S)NNC(=O)c2ccc(S(=O)(=O)N3CCOCC3)cc2)cc1	25%	13%	-16%	0%	-22	i	i	-9%	-4%
O=C(CCn1cnnn1)Nc1ccccc1	-1%&-10%	9%&-7%	0%[7.66 µM]	-2%	-5	-10%	i	9%	6%
Cc1ccc[n+](C2C(c3ccc([N+](=O)[O-])cc3)C(C#N)=C([S-])NC2(O)C2CC2)c1 (stereo not given)	40%	7%	16%	9%	-1	12%	i	-6%	2%

An excerpt, so the mix of outcomes need not match the whole.
